FBPA Giardia inh = inhibitors of Giardia lamblia fructose-1,6-bisphosphate aldolase; A8B2U2; AID 2451; Potency, µM (doses to about 59.6 µM), for inactives: at the highest dose activity, negative = inhibition, actives largely listed as inhibitors; purified Giardia FBPA; 290,000 compounds, 0.71% hits; also: potency is read from the fitted curve at half-maximal effect; % is scaled to controls: 0 for no effect and ±100 for the full control effect; nearly all actives have a fitted effect of over 55% in size
Target sequence (A8B2U2 whole entry, looked up): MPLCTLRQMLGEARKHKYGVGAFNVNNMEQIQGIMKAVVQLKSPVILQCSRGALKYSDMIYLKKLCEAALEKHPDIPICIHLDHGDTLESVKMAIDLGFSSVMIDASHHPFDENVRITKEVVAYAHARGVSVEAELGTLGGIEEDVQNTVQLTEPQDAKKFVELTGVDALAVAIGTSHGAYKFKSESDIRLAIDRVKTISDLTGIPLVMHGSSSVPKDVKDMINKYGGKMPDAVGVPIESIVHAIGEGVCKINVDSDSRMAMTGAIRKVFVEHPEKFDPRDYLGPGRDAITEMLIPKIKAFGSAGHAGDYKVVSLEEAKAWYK
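Giardia FBPA (40 nM reagent) was preincubated 10 min at RT with compound (up to 57.5 uM final), then substrate plus GAPDH/TPI/NAD/arsenate coupling system with diaphorase/resazurin was added; resorufin fluorescence (525/598 nm) was read after 20 min.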
HCV inh = blocks hepatitis C virus; 340,000 compounds, 3.4% hits; Huh7.5.1 HCVcc-Cre infection, luciferase reporter, 44 h; Potency, µM (titrated, usually from 41.8 µM), for the others: at the top dose activity change, negative = inhibition, most hits filed as inhibitors; also: potency is read from the fitted curve at half-maximal effect; % is scaled to controls: 0 for no effect and ±100 for the full control effect
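Seed cells (1,000/well) for 4 h; treat with compound and infect with HCVcc-Cre, moi about 0.5. Incubate 44 h, then detect luciferase activity.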
Pf growth 48h = P. falciparum growth inhibition at 48 hours (one generation) | 310,000 compounds, 5.9% hits | P. falciparum luciferase growth in erythrocytes, 48 h | Potency, µM (highest dose often 28.7 µM), for inactives: at the highest dose activity change, negative = inhibition, actives largely listed as inhibitors | AID 504832; also: potency is read from the fitted curve at half-maximal effect; % is scaled to controls: 0 for no effect and ±100 for the full control effect
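In quantitative HTS format, infected erythrocytes bearing luciferase-reporter parasites were treated for a single generation at 37 C. Luminescence after adding detection reagent served as the growth measure.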
CHX counter = counter-screen hit for Shiga toxin inhibitors, cycloheximide | max response, % | cell reporter, cycloheximide protein synthesis inhibition counterscreen | 300,000 compounds, 12% hits | AID 2314; in the data active = max response mostly above about 13%, no sharp cut-off; inactive = mostly below about 14%; also: read at 38.3 µM for the half of the compounds with a filed dose; 0% is about no effect
Pf growth 96h = P. falciparum growth inhibition at 96 hours; P. falciparum luciferase reporter growth, 96 h; Potency, µM (doses to about 28.7 µM), for inactives: at the highest dose activity change, negative = inhibition, most hits filed as inhibitors; 320,000 compounds, 6.9% hits; AID 504834; also: potency is read from the fitted curve at half-maximal effect; % is scaled to controls: 0 for no effect and ±100 for the full control effect
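Two parasite generations (96 h, 37 C, 5% CO2) of compound exposure in infected erythrocytes (0.05% parasitemia, 2% hematocrit). Luciferase-reporter P. falciparum; decreased luminescence indicates inhibited growth, aimed at apicoplast-acting delayed death.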
Shiga toxin inh = inhibitors of Shiga toxin in Vero cells; Vero cells, Shiga toxin protein synthesis inhibition reporter; inhibition, % at 38.7 µM; 290,000 compounds, 9.2% hits; AID 2315; in the data active = inhibition mostly above about 28%, no sharp cut-off; inactive = mostly below about 43%; also: 0% is about no effect
* marks the source's active call; other numbers are inactive results; i = inactive; ? = inconclusive; nt = not tested or not shown; & = joins results of further samples; [ ] = another dose, or the depositor's remark. Unless noted, calls follow the shape of the dose curve; as a rule, active = well fitted curve in the direction sought with a large enough effect; inconclusive = small, poorly fitted or top-dose-only effect, or another doubt; inactive = no such curve, though single readings can be large; an effect the other way counts as inactive or inconclusive.

SMILES	FBPA Giardia inh	HCV inh	Pf growth 48h	CHX counter	Pf growth 96h	Shiga toxin inh
CCOc1ccc(NC(=O)C(=O)NCCN2CCN(S(=O)(=O)c3ccccc3)CC2)cc1	-1%	24%	0%	-3	-9%	5
COc1ccc(OC)c(NC(=O)CCNS(=O)(=O)c2cc(Br)cnc2N)c1	nt	-12%	-4%	-3	-6%	-7
O=C(CNC(=O)C1CC(=O)N(c2cccc3ccccc23)C1)Nc1ccccc1Br (stereo not drawn)	nt	1%	-13%	nt	?	nt
O=C(CSc1nnnn1-c1ccc(O)cc1)NC1CCCCC1	-1%	15%	23%	-5	?	-6
CCOc1ccc(S(=O)(=O)N(CC(=O)N2CCC(C(N)=O)CC2)c2ccc(F)cc2)cc1	nt	22%	-8%	7	-26%	-8
COc1cccc(CNc2ccc(S(=O)(=O)Nc3nccs3)cc2)c1O	-7%	-5%	?	1	82%[activator]	-5
COc1ccc(NC(=O)CCCn2c(=O)c3sccc3n(Cc3ccc(C)cc3C)c2=O)cc1	2%	?	-2%	-6	8.3µM*	-14
Cc1ccc(OCC(=O)Nc2ccccc2N2CCOCC2)c(C)c1	2%	?	?	0	17%	14
Cc1ccc(NC(=O)CN(C)C(=O)Cn2ncc(Cl)c(Cl)c2=O)cc1	1%	3.2µM*	-10%	-9	7%	-32
Cc1cc(C)c(NS(=O)(=O)c2ccc3c(c2)NC(=O)CCS3)c(C)c1	-12%	10%	12µM*	-2	8.3µM*	2
CCCCCCCCCCCCC/C=C/[C@@H](O)[C@H](CO)NC(=O)CCCCC	-14%	nt	nt	2	nt	21
COc1ccc(C(CNC(=O)c2ccc(-c3ccccc3)cc2)N(C)C)cc1OC (stereo not drawn)	15%	?	?	10*	?	34
Cc1c(C)n2c(SCC(=O)NC3CCCC3)nnc2[nH]c1=O	nt	1%[8.37 µM]	-6%	nt	?	nt
CN1CCN(c2ccc(NC(=O)c3ccc4ccccc4c3)cc2)CC1	5%	-25%	-19%	31*	-41%	85*
Cc1nc2ccccc2n1/N=C/c1ccc([N+](=O)[O-])s1	0%	4.5µM*	4.1µM*	2	4.1µM*	12
CCC(CC)NC(=O)CSc1nnc(-c2c[nH]c3ccccc23)o1	-1%	-7%	?	8	10%	-14
CCOC(=O)c1nc(Nc2ccccc2CC)c2ccccc2n1	-2%	9%	?	-5	10%	-18
CCOC(=O)c1ccc2c(c1)n(Cc1ccccc1)c(C)[n+]2CC	6%	-1%	?	-4	16%	-9
Cc1ccccc1Nc1nc(N2CCOCC2)nc(N2CCOCC2)n1	?	-17%	?	-2	5%	-2
COc1ccccc1-c1[se]c2ccccc2c1I	-4%	nt	nt	8	nt	i

Of the compounds above, these contain an aryl thioether with sulfur outside any ring.
SMILES	FBPA Giardia inh	HCV inh	Pf growth 48h	CHX counter	Pf growth 96h	Shiga toxin inh
O=C(CSc1nnnn1-c1ccc(O)cc1)NC1CCCCC1	-1%	15%	23%	-5	?	-6
Cc1c(C)n2c(SCC(=O)NC3CCCC3)nnc2[nH]c1=O	nt	1%[8.37 µM]	-6%	nt	?	nt
CCC(CC)NC(=O)CSc1nnc(-c2c[nH]c3ccccc23)o1	-1%	-7%	?	8	10%	-14

Gathered by group, those above with an NH in an aromatic ring (two)
SMILES	FBPA Giardia inh	HCV inh	Pf growth 48h	CHX counter	Pf growth 96h	Shiga toxin inh
Cc1c(C)n2c(SCC(=O)NC3CCCC3)nnc2[nH]c1=O	nt	1%[8.37 µM]	-6%	nt	?	nt
CCC(CC)NC(=O)CSc1nnc(-c2c[nH]c3ccccc23)o1	-1%	-7%	?	8	10%	-14

The listing continues:
SMILES	FBPA Giardia inh	HCV inh	Pf growth 48h	CHX counter	Pf growth 96h	Shiga toxin inh
CCn1ccnc1CN(C)C(=O)CCc1nnc(CCC2CCCCC2)o1	-2%	1%	?	-3	29%	23
O=C(CNC(=O)c1ccccc1F)NCCCN1CCCC1=O	nt	2%	23%	nt	38%[activator]	nt
CCC(=O)Nc1ccc(S(=O)(=O)Nc2cccnc2)cc1	2%	4%	12%	-3	2%	-18
CCc1ccccc1NS(=O)(=O)c1ccc2c(c1)C(C)(C)C(=O)N2C	3%	-20%	-21%	-3	3%	3
C/C(=N/NC(=O)Cc1ccccc1)c1ccc(C)s1	1%	3%	68%[activator]	25*	46%[activator]	-28
COc1cccc(CN2CCNC(=O)C2CC(=O)NCCc2ccccn2)c1 (stereo not drawn)	-22%	10%	31%[activator]	6	?	24
COCCn1c(SCC(=O)NCc2ccccc2)nc2ccccc21	-8%	-19%	0%	-4	-20%	-3
COc1ccc(OCCn2c(N)nc3ccccc32)cc1	4%	?	?	1	?	-8
COc1cc(C2N(c3cccc(Cl)c3)C(=O)C3CCCN32)cc(OC)c1OC (stereo not drawn)	-2%	3%	nt	-8	-18%	-9
Cc1cc(C(F)F)n2ncc(C(=O)NC3CCCCCC3)c2n1	9%	?	?	1	16%	0
Cc1cccnc1NC(=O)c1ccc(NS(=O)(=O)c2ccc3[nH]c(=O)[nH]c3c2)cc1	nt	19%	4%	nt	5%	nt
O=C(NCc1ccncc1)C1COc2ccccc2O1 (stereo not drawn)	5%	21%	0%	-4	81%[activator]	-13
CCOC(=O)N1CCC(=NNC(=O)COc2ccc(C#N)cc2)CC1	6%	12%	5%	0	-15%	-11
Cc1cc(C)cc(N(C(=O)CNC(=O)c2cccs2)C(C(=O)NC2CCCC2)c2cccnc2)c1 (stereo not drawn)	0%	-14%	?	1	3%	-13
CC(=O)C1(C)N(O)C(C)(C)C(c2cccs2)=[N+]1[O-] (stereo not drawn)	-26%	-17%	16%	-1	12%	-18
O=c1cc(NCC2CCCO2)[nH]c(=O)n1-c1ccc(Cl)cc1 (stereo not drawn)	0%	5%	-4%	1	6%	-2
CCCN(CCC)C(=O)C1CCN(c2cc(C)nc3c(-c4ccc(OC)c(OC)c4)c(C)nn23)CC1	-3%	?	?	-3	?	-13
O=C(CN1CCCCC1)NNc1nc(-c2ccccc2)c2cc(Br)ccc2n1	4%	17%	0%	-3	?	-3
CS(=O)(=O)N(CC(=O)Nc1ccccc1Sc1ccccc1)c1ccc(F)cc1	-5%	?	?	-4	47%[activator]	-15
CC1CCN(C(=O)c2cccc(S(=O)(=O)N3CCN(c4ccccc4)CC3)c2)CC1	nt	-1%	14%	nt	20%	nt

5 compounds drawn at random from the list so far, as already listed:
SMILES	FBPA Giardia inh	HCV inh	Pf growth 48h	CHX counter	Pf growth 96h	Shiga toxin inh
CCC(=O)Nc1ccc(S(=O)(=O)Nc2cccnc2)cc1	2%	4%	12%	-3	2%	-18
CCOC(=O)N1CCC(=NNC(=O)COc2ccc(C#N)cc2)CC1	6%	12%	5%	0	-15%	-11
COc1cc(C2N(c3cccc(Cl)c3)C(=O)C3CCCN32)cc(OC)c1OC (stereo not drawn)	-2%	3%	nt	-8	-18%	-9
O=C(NCc1ccncc1)C1COc2ccccc2O1 (stereo not drawn)	5%	21%	0%	-4	81%[activator]	-13
CCn1ccnc1CN(C)C(=O)CCc1nnc(CCC2CCCCC2)o1	-2%	1%	?	-3	29%	23

Other entries.
SMILES	FBPA Giardia inh	HCV inh	Pf growth 48h	CHX counter	Pf growth 96h	Shiga toxin inh
CCCC#CCN1CCN(C23CC4CC(CC(C4)C2)C3)CC1	-13%	-2%	-14%	-6	-2%	-8
O=C(CSc1ccccc1)N1CCCC(N2CCN(c3ccccc3)CC2)C1 (stereo not drawn)	nt	?	6%	11	?	-6
O=S(=O)(c1cccc2cccnc12)N1CCN(c2ccc(F)cc2)CC1	7%	2%	-7%	-2	15µM*	-6
CCc1ccccc1N1CC23C=CC(O2)C(C(=O)OCC(C)C)C3C1=O (stereo not drawn)	0%	10%	nt	-2	3.7µM*	17
CCOc1ccc(N2C(=O)CC(N(Cc3ccco3)C(=O)CC)C2=O)cc1 (stereo not drawn)	-5%	29%	-2%	-5	?	-6
CC(C)OC(=O)c1cc2ccccc2oc1=O	5%	-1%	4%	-1	?	-6
COc1cccc(C(=O)Nc2nnc(-c3ccccc3)s2)c1OC	-16%	1%	88%[activator]	43*	185%[activator]	41*
CCOC(=O)c1sc(NC(=S)NC(=O)c2ccc(OC)cc2)nc1C	?	?	34%[activator]	10	2.9µM*	8
O=C1S/C(=C\c2cccs2)C(=O)N1c1ccc(O)cc1	-1%	-17%	37%[activator]	38*	117%[activator]	63*
Cc1ccc(OCC(=O)Nc2ccc(N3CCOCC3)cc2)cc1	-5%	5%	-4%	-3	?	-7
O=C(OCCCCN1C(=O)c2ccccc2C1=O)c1ccc(Br)o1	0%	3%	-16%	6	3%	7
Cc1ccc(NC(=O)CN2CCC(C(=O)c3ccc(F)cc3)CC2)cc1	1%	?	?	-3	?	-8
Cc1[nH]n(-c2ccccc2)c(=O)c1N=Nc1ccc(F)cc1	?	14%	12%[0.00184 µM]	13*	65%[activator]	31
Cc1c(OCc2ccccc2)c(=O)ccn1Cc1ccc(F)cc1	-10%	1.8µM*	?	-2	2.3µM*	-4
COc1ccccc1Oc1coc2cc(O)ccc2c1=O	0%&0%	1%	60%[activator]	3	288%[activator]	-9
CCCCCCCCCCCCCC[C@@H](O)[C@@H](O)[C@@H](N)CO	10%	nt	nt	4	nt	-18
COc1ccc(S(=O)(=O)N2CCCc3ccccc32)cc1OC	-7%	3%	12µM*	33*	57%[activator]	55*
O=C(CN(Cc1cccs1)C(=O)CNS(=O)(=O)c1ccccc1)NCc1ccco1	0%	-4%	4%	-2	16%	-1
Cc1ccc(N2C(=O)C3CC(c4ccccc4)=C4C5C=CC(C6C(=O)N(c7ccc(C)cc7C)C(=O)C56)C4C3C2=O)c(C)c1 (stereo not drawn)	-7%	?	2.1µM*	-6	nt	-24
COCCn1c(SCC#N)nnc1-c1ccc(OC)cc1	1%	19%	-4%	-2	?	-2
COc1ccccc1CNC(=O)/C=C/c1ccc(S(=O)(=O)N2CCOCC2)cc1	-1%	-12%	?	0	4.7µM*	-10
CC(OC(=O)Cc1ccc(F)cc1)C(=O)NCc1ccc2c(c1)OCO2 (stereo not drawn)	nt	19%	4%	nt	14%	nt
Cc1c(Cl)cccc1N1C(=O)CC(NNC(=O)c2cccnc2)C1=O (stereo not drawn)	-13%	10%	8%	1	i	-7
CCCC[C@@H]1CCCO[C@@](C(=O)NCc2ccccn2)(C(F)(F)F)C1	-1%	-2%	nt	-1	nt	-5
CCOc1ccc(Cc2noc3c2C(=O)CC(C)(C)C3)cc1OCC	3%	-1%	48%[activator]	-7	26%	-12
CC(c1ccncn1)N(C)Cc1nc(-c2ccc(C(F)(F)F)cc2)no1 (stereo not drawn)	2%	-25%	-1%	4	?	14
COCCNC(=O)/C(C#N)=C/c1ccccc1Br	1%	23%	0%	13	16%	12
O=C(NCC1CCCO1)C(c1ccc(F)cc1)N(CCCN1CCOCC1)C(=O)c1ccc(-c2ccccc2)[nH]1 (stereo not drawn)	0%	4%	13µM*	-2	9%	-9
CCCc1cc(-c2nc(N)ncc2-c2ccc3c(c2)OCCCO3)c(O)cc1OC	-27%	?	?	-5	?	-3
COc1cccc(NC(=O)CN(C)C(=O)c2ccc(OCc3ccccc3)c(OC)c2)c1	nt	-35%	4%	nt	-20%	nt
Cc1ccc2[nH]cc(C(=O)CCl)c2c1	1%	25µM*	?	8	-24%	-4
COC(=O)c1nnn(CC(=O)Nc2cccc(OC)c2)c1C(=O)OC	9%	-8%	nt	3	nt	-2
